Abeta rescue: compounds reversing amyloid beta toxicity in yeast. yeast expressing A-beta42, growth rescue, OD600, 48 h; response scale: 0% DMSO, 100% iron-clioquinol control. Potency, µM (highest dose often 46.1 µM), for inactives: at the top dose growth rescue, most hits filed as activators. 0.063% of 410,000 active. AID 1347071; note: potency is the fitted concentration of half-maximal effect; nearly all actives have a fitted effect of over 55% in size
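Yeast growth medium received pinned compounds, then yeast cells expressing toxic A-beta were added; plates incubated at 30 C for 48 hr. Growth read as absorbance at 600 nm, normalized to DMSO and equimolar FeCl3 plus clioquinol controls.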
Akt phos inh: Akt phosphorylation inhibition; 0.32% of 360,000 active; activity change, % for hits at 50 µM; Neuro2A IGF-stimulated pAkt S473 HTRF, 20 min; active compounds read low; in the data active = activity change below about -80%; inconclusive = mostly about -51% to -80%; note: % is set by controls: 0 for no effect and ±100 for the full control effect
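Neuro2A cells (4,500/well, DMEM with 0.5% FBS) were treated with compound at a single 50 µM final concentration, stimulated with 6 nM IGF for 20 min at 37 °C, and lysed. Phospho-Akt Ser473 was read by HTRF as 665/615 ratio ×10^4.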
GLP1R inv ag: acts as inverse agonist at human GLP-1 receptor | 1.6% of 410,000 active | Potency, µM (doses to about 38.3 µM), for the others: top-dose activity change, negative = inhibition, usual class: inhibitors | AID 624417 | HEK293 GLP-1R CRE-luciferase, luminescence, 24 h; GLP-1R form is constitutively active | P43220; note: potency is the fitted concentration of half-maximal effect; % is set by controls: 0 for no effect and ±100 for the full control effect; nearly all actives have a fitted effect of over 55% in size
Target sequence (P43220 whole entry, looked up): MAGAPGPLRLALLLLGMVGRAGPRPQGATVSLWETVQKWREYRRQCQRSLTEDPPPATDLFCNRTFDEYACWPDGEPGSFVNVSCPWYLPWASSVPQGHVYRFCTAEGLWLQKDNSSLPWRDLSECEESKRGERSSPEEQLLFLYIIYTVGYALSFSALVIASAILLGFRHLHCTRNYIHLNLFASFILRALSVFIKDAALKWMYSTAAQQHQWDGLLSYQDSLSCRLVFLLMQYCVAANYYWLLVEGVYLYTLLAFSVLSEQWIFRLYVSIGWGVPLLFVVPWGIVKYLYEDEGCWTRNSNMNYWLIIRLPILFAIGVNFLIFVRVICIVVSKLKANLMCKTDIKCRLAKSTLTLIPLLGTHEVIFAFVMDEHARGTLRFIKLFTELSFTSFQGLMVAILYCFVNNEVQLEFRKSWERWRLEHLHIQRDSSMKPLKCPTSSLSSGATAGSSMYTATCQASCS
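Constitutively active GLP-1R drives a cAMP-responsive luciferase in stably transfected HEK293 cells; test compounds are added after overnight (12 h) attachment and left 24 hr, and signal loss in luminescence marks inhibition.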
GLP-1R agonist: GLP-1 receptor (human) agonism. AID 624172. HEK293 GLP-1R CRE-luciferase, luminescence, 4-6 h; cells express a hypersensitive GLP-1R form. Potency, µM (highest dose often 45.6 µM), inactives show top-dose activation, actives largely listed as activators. 0.007% of 380,000 active; note: potency is the fitted concentration of half-maximal effect; % of control where 0% means no effect
DRD3 antagonist: blocks the human D3 dopamine receptor. P35462. D3R cells, DiscoveRx beta-arrestin luminescence, antagonist mode; active compounds read low. max response, negative = inhibition, %. 2.5% of 360,000 active. AID 652054; in the data active = max response below about -50%; inconclusive = no clear call, values can overlap the other calls; note: % is set by controls: 0 for no effect and ±100 for the full control effect; mostly tested at two doses, the higher about 12 µM
Target sequence (P35462 whole entry, looked up): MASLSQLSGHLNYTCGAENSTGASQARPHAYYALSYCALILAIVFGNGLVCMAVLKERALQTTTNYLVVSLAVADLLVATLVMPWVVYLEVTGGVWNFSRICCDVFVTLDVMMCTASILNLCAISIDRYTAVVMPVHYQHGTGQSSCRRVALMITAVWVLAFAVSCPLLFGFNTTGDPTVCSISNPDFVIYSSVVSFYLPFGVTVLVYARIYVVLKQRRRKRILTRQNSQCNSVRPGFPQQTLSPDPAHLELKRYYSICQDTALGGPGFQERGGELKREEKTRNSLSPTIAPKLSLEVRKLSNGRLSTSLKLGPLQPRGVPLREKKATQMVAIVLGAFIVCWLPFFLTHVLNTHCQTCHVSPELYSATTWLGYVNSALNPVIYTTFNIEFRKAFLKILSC
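Cells plated overnight at 1500 cells/well, then exposed to library compounds with dopamine controls for 90 minutes at 37 degrees C. DiscoveRx reagent added for 30–60 minutes at room temperature; luminescence read, quantitative HTS format.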
aSyn yeast inh: alpha-synuclein toxicity inhibition in yeast | Yeast expressing alpha-synuclein, growth rescue, BacTiter-Glo, 24 h | 0.14% of 370,000 active | Potency, µM (series often up to 46.1 µM), without a hit: top-dose growth rescue (activation), actives largely listed as activators; note: potency is the fitted concentration of half-maximal effect; % of control where 0% means no effect; nearly all actives have a fitted effect of over 65% in size
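Galactose-induced alpha-syn yeast (OD600=0.02, raffinose-pregrown) + pinned cpd, 24 hr, 30 deg C; growth by BacTiter-Glo luminescence. Growth restoration scores as activation.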
TDP43 rescue: rescues yeast growth from TDP-43 toxicity | Potency, µM (titrated, usually from 46.1 µM), without a hit: at the top dose growth rescue (activation), actives largely listed as activators | 1.8% of 410,000 active | TDP-43 expressing yeast growth rescue, BacTiter-Glo, 24 h; note: potency is the fitted concentration of half-maximal effect; % of control where 0% means no effect; nearly all actives have a fitted effect of over 50% in size
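Galactose-induced TDP-43 yeast, OD600=0.02, compound pinned; 24 hr, 30 deg C; BacTiter-Glo luminescence for growth. Inhibitors of TDP-43 toxicity read as activators.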
FUS yeast rescue: suppressors of FUS proteinopathy in yeast; S. cerevisiae FUS-expressing, growth rescue, OD600, 24 h; Potency, µM (doses to about 76.6 µM), for inactives: at the highest dose growth rescue (activation), hits mostly activators; 0.24% of 390,000 active;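 note: potency is the fitted concentration of half-maximal effect; plate controls were DMSO vehicle for no effect and reference control for full effect; nearly all actives have a fitted effect of over 55% in size; some results filed as inactive show a strong effect at the top dose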
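Quantitative HTS measuring growth restoration of FUS-toxic yeast. Galactose-induced cells (OD 0.005) were exposed 24hr at 30C to compounds at several concentrations, then absorbance at 600 nm was recorded.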
PTHR1 agonist: PTHR1 (human) receptor agonism. Q03431. 0.075% of 410,000 active. AID 743266. Potency, µM (highest dose often 115 µM), inactives show at the highest dose activation, actives largely listed as activators. HEK293 GP2 PTHR1 cells, GloSensor cAMP luminescence, 1 h; note: potency is the fitted concentration of half-maximal effect; nearly all actives have a fitted effect of over 55% in size; some results filed as inactive show a strong effect at the top dose; inactives centre near -15; many of its hits are not listed in these tables
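HEK-293-derived GP2 cells expressing PTHR1 and a GloSensor cAMP reporter, 3,000/well, plated overnight, given luciferin plus IBMX (each 0.5 mM as added) for 1 h at 37 °C, then compound for 1 h at 37 °C. Luminescence was read after 15 min at room temperature.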
An asterisk follows results filed as active; i = inactive; ? = inconclusive; . = no result given; & = joins results of further samples; [ ] = another dose, or the depositor's remark. Unless noted, calls come from the whole dose curve; as a rule, active = well fitted curve in the direction sought with a large enough effect; inconclusive = small, poorly fitted or top-dose-only effect, or another doubt; inactive = no such curve, though single readings can be large; an effect the other way counts as inactive or inconclusive. This is a subset, so the mix of outcomes need not match the whole.

SMILES	Abeta rescue	Akt phos inh	GLP1R inv ag	GLP-1R agonist	DRD3 antagonist	aSyn yeast inh	TDP43 rescue	FUS yeast rescue	PTHR1 agonist
COc1ccc(N2CC(NC(=O)c3ccco3)CC2=O)cc1 (stereo unspecified)	5%	.	8%	.	.	.	?	13%	-1%
CSCC(=O)NCC1(N(C)Cc2ccccc2)Cc2ccccc2C1	17%	i	?	-17%	-2	-1%	3%	15%	i
O=C(CSc1nc(Nc2ccccc2)nc(N2CCOCC2)n1)NC1CCCCC1	-5%	i	14%	11%	-11	0%	22%	10%	i
CCOCc1nnc(NC(=O)c2cccs2)s1	6%	i	0%	-11%	3	10%	30%	2%	-6%[57.5 µM]
C=CCOc1ccc(/C=N/NC(=O)c2cc3c(OC)cc(OC)cc3[nH]2)cc1	-3%	i	-21%	2%	33	4%	?	32%	i
Cc1cc(C)cc(NC(=O)C2CC(=O)N(c3ccccc3)C2)c1 (stereo unspecified)	-4%	.	-5%	.	.	.	3%	2%	i
CC(C)[C@H](NC(=O)N1c2ccccc2NC(=O)[C@@H]1C(C)C)C(=O)N1CCC[C@H]1C(=O)O	11%	i	-3%	-1%	-11	5%	18%	-2%	i
CCCN1C2CCCC1CC(NC(=S)Nc1cc(C)ccc1C)C2 (stereo unspecified)	9%	i	-8%	-3%	-26	6%	-3%	15%	i
O=C(OC(C(=O)NCc1ccc2c(c1)OCO2)c1ccccc1F)c1ccco1 (stereo unspecified)	17%	i	5%	0%	20	14%	?	20%	i
C=CC[C@@H](CC(=O)N(CCO)Cc1ccccc1)C(=O)N[C@H](COC(=O)[C@@H](CC=C)Cc1ccc(F)cc1)C(C)(C)C	2%	i	?	1%	-4	0%	16%	?	-18%
CCCCN(CCCC)CCNC(=O)CN1C(=O)CSc2ccc(S(=O)(=O)N3CCOCC3)cc21	6%&-4%	i	-37%&1%	0%	16	-6%	-6%&9%	12%&-9%	i
COc1cc(OC)c(NC(=O)CC(C)S(=O)(=O)c2ccc3c(c2)NC(=O)CO3)cc1Cl (stereo unspecified)	-5%	.	10%	.	.	.	20%	11%	-22%
C=CCn1c(C(C)NC(=O)CC)nc2ccccc21 (stereo unspecified)	-20%	i	28%	-4%	-17	0%	-22%	-27%	i
O=C(O)c1ccccc1Oc1ccc(Oc2ccccc2)cc1	1%	i	1%	-6%	-13	12%	26%	-8%	-15%
Cn1c(=O)c2c(-c3ccccc3F)c3c(nc2n(C)c1=O)-c1ccccc1C3O (stereo unspecified)	4%	i	-2%	16%	30	-13%	-15%	1%	i
COc1cccc(C#Cc2ccc3c(c2)O[C@H](CN(C)C)[C@@H](C)CN([C@@H](C)CO)S3(=O)=O)c1	2%	i	?	3%	-3	5%	19%	6%	i
CN(C)c1ccc(-c2cc(O)c3ncccc3c2)cc1	5%	.	.	-4%	.	.	.	-11%	-19%
CN(CC(=O)Nc1ccccc1Cl)C(=O)CSc1nnc(-c2ccco2)n1C	-3%	i	9%	-4%	6	5%[1.84 µM]	11%	15%	-15%
Cc1ccc(S(=O)(=O)N2CCOCC2)cc1NC(=O)CSc1nccn1C	20%	i	6%	5%	22	-13%	-6%	.	i
Cc1cc(C=C2C(=O)c3ccccc3C2=O)c(C)n1C	7%	i	30%[activator]	13%	-10	-10%	14%	34%	-4%

Another view of 10 compounds above.
| Compound | Abeta rescue | Akt phos inh | GLP1R inv ag | GLP-1R agonist | DRD3 antagonist | aSyn yeast inh | TDP43 rescue | FUS yeast rescue | PTHR1 agonist |
| --- | --- | --- | --- | --- | --- | --- | --- | --- | --- |
| COc1ccc(N2CC(NC(=O)c3ccco3)CC2=O)cc1 (stereo unspecified) | 5% | . | 8% | . | . | . | ? | 13% | -1% |
| CSCC(=O)NCC1(N(C)Cc2ccccc2)Cc2ccccc2C1 | 17% | i | ? | -17% | -2 | -1% | 3% | 15% | i |
| O=C(CSc1nc(Nc2ccccc2)nc(N2CCOCC2)n1)NC1CCCCC1 | -5% | i | 14% | 11% | -11 | 0% | 22% | 10% | i |
| CCOCc1nnc(NC(=O)c2cccs2)s1 | 6% | i | 0% | -11% | 3 | 10% | 30% | 2% | -6%[57.5 µM] |
| C=CCOc1ccc(/C=N/NC(=O)c2cc3c(OC)cc(OC)cc3[nH]2)cc1 | -3% | i | -21% | 2% | 33 | 4% | ? | 32% | i |
| Cc1cc(C)cc(NC(=O)C2CC(=O)N(c3ccccc3)C2)c1 (stereo unspecified) | -4% | . | -5% | . | . | . | 3% | 2% | i |
| CC(C)[C@H](NC(=O)N1c2ccccc2NC(=O)[C@@H]1C(C)C)C(=O)N1CCC[C@H]1C(=O)O | 11% | i | -3% | -1% | -11 | 5% | 18% | -2% | i |
| CCCN1C2CCCC1CC(NC(=S)Nc1cc(C)ccc1C)C2 (stereo unspecified) | 9% | i | -8% | -3% | -26 | 6% | -3% | 15% | i |
| O=C(OC(C(=O)NCc1ccc2c(c1)OCO2)c1ccccc1F)c1ccco1 (stereo unspecified) | 17% | i | 5% | 0% | 20 | 14% | ? | 20% | i |
| C=CC[C@@H](CC(=O)N(CCO)Cc1ccccc1)C(=O)N[C@H](COC(=O)[C@@H](CC=C)Cc1ccc(F)cc1)C(C)(C)C | 2% | i | ? | 1% | -4 | 0% | 16% | ? | -18% |

Next part.
SMILES	Abeta rescue	Akt phos inh	GLP1R inv ag	GLP-1R agonist	DRD3 antagonist	aSyn yeast inh	TDP43 rescue	FUS yeast rescue	PTHR1 agonist
Cc1nc2ccccc2c(=O)n1C1CCCCCC1	-3%	i	-24%	32%	7	2%	?	-9%	-9%
CC1CCN(c2c(NCc3ccc(C(=O)NCc4cccnc4)cc3)c(=O)c2=O)CC1	16%	i	9%	2%	13	5%	13%	-23%	-1%
O=C(Nc1ccccc1)c1cc(C2COCCN2C(=O)C2CC2)on1 (stereo unspecified)	0%	i	26%	6%	5	-8%	12%	-12%	i
CCO[C@@H]1OC(C(=O)N2CCN(Cc3ccccc3)CC2)=C[C@H](c2ccc(Br)cc2)[C@H]1CCCO	5%	i	?	10%	?	?	-8%	14%	-13%
COC(=O)c1ccccc1NC(=O)COCc1cc(-c2cccs2)on1	-8%	.	1%	.	.	.	12%	-12%	-70%[inhibitor]
O=C(CSCc1c(F)cccc1F)Nc1ccccc1	-2%	i	-5%	10%	?	5%	-23%[1.82 µM]	21%	-55%[inhibitor]
Cc1cccc(/C(N)=N/OC(=O)c2cccs2)c1	-87%[inhibitor]	i	30%	-3%	24	-51%[inhibitor]	?	-4%	-36%[inhibitor]
CCOC(=O)[C@@H]1[C@H]2COc3ccccc3[C@@H]2N2C(=O)N(c3ccc(Br)cc3)C(=O)[C@@]12C	11%	i	-12%	-3%	12	9%	28%	?	-22%
C[C@@H]1CN([C@H](C)CO)S(=O)(=O)c2ccc(-c3cccc(C#N)c3)cc2O[C@H]1CN(C)C(=O)Nc1cc(F)ccc1F	11%	i	8%	-1%	8	1%	0%	?	-10%
CCc1ccccc1NC(=O)c1ccc(=O)n(Cc2ccc(F)cc2)c1	-5%	.	3%	9%	.	1%	25%	-3%	-7%
CC(=O)c1ccc(NC(=O)CSc2n[nH]c(-c3cccnc3)n2)cc1	5%	i	26%	7%	-7	-2%	-4%	14%	-2%
COCCCNC(=O)C1CC(=O)N(Cc2ccc(OC)cc2)C1 (stereo unspecified)	1%	i	5%	-4%	10	-7%	-16%	-18%	-34%[inhibitor][57.5 µM]
C(=N\Nc1ccc(-n2ccnc2)nn1)/c1ccccc1	3%	i	0%	-10%	0	-2%	18%	0%	i
CN1CCN(c2nc3c(c(=O)[nH]c(=O)n3C)n2CCCSc2ncccn2)CC1	11%	i	4%	1%	-22	-1%	-3%	3%	i
COc1ccc(N(CC(=O)N/N=C(\C)c2ccccc2)S(=O)(=O)c2ccccc2)cc1	-3%	i	-7%	2%	15	-7%	10%	-15%	-29%
COC(=O)c1sc2ccccc2c1NC(=O)c1coc2ccccc2c1=O	8%	i	-16%	-1%	0	-6%	20%	-10%	i
Cc1ccc(-n2nc(C(=O)N3CCOCC3)cc2-c2ccc(Cl)cc2)cc1	-26%	i	?	12%	?	4%	?	19%	-2%
C/C(=N\N=C(/N)SC1CC(=O)N(c2ccc(Br)cc2)C1=O)c1cccs1 (stereo unspecified)	-19%	i	?	13%	8	-21%	20%	?	i
C/C(=N\NC(=O)c1ccncc1)c1cccs1	3%	i	0%	5%	-2	-1%	7%	4%	i
CCOc1ccc(Cl)cc1/C=N/NC(=O)c1ccccc1	6%	i	6%	-1%	-21	-3%	17%	12%	-18%
NS(=O)(=O)c1cccc(Nc2nc3ccccc3nc2NS(=O)(=O)c2ccc(Cl)cc2)c1	?	i	?	0%	-3	-1%	1%	-15%	-6%
O=C(NCC1CCCO1)c1ccc2c(c1)C(=O)N(c1cccc([N+](=O)[O-])c1)C2=O (stereo unspecified)	-8%	i	7%	2%	7	0%	-11%	18%	-4%
Cc1cc(C)nc(NS(=O)(=O)c2ccc(CC(C)C)cc2)c1	-10%	i	35%[activator]	15%	-4	-3%	-15%	6%	-1%
Cc1ccc2nc(N(Cc3cccnc3)C(=O)CCS(=O)(=O)c3ccccc3)sc2c1	-13%	.	2%	.	.	.	21%	-9%	i
Cc1cccc(N=C2NN=C(c3ccccc3F)CS2)c1C	6%	i	?	5%	7	0%	-14%[0.397 µM]	?	-24%
CSc1cccc(NC(=S)N(CCC(C)C)C(C)c2ccncc2)c1 (stereo unspecified)	5%	i	?	-1%	?	0%	1%	1%	-45%[inhibitor]
CCN(CC)C(=O)Oc1ccc2ccccc2c1Br	16%	i	-5%[7.66 µM]	18%	-8	2%	?	20%	-39%[inhibitor]
Cc1ccc(/C=N/n2c(COc3ccccc3)n[nH]c2=S)cc1	12%	i	-9%	-4%	0	2%	29%	-26%	-13%

Bioassay records as filed in PubChem BioAssay.
